High-throughput results deposited in PubChem by National Center for Advancing Translational Sciences (NCATS).
USP2a inh – inhibitors of human ubiquitin-specific protease USP2a; 330,000 tested, 0.01% active; Potency, µM (doses to about 38.3 µM), without a hit: at the top dose activity change, negative = inhibition, most hits filed as inhibitors; O75604; USP2 core, Ub-CHOP2 coupled fluorogenic reporter, 485/531;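 also: potency is read from the fitted curve at half-maximal effect; plate controls were DMSO wells for no effect and full inhibition by NEM control for full effect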
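USP2 core (10nM final) preincubated 30min RT with compound in 20mM Tris-HCl pH 8.0, 2mM CaCl2, 2mM beta-mercaptoethanol, 0.05% CHAPS; 25nM Ub-CHOP2 plus 25nM reporter substrate added, fluorescence (Ex485/Em531) read after 60min.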
B2AR arrestin – agonists driving beta-arrestin recruitment to human beta2-adrenergic receptor; beta-arrestin recruitment to beta2AR, cell-based reporter; Potency, µM (doses to about 46.1 µM), for inactives: at the top dose activation, usual class: activators; 330,000 tested, 0.02% active; AID 492947;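 also: potency is read from the fitted curve at half-maximal effect; 0% = DMSO controls and full agonism = EC100 isoproterenol or metaproterenol; nearly all actives have a fitted effect of over 65% in size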
BCR signal inh – chronic active BCR signaling inhibition. ABC-DLBCL IkBa-CBG/CBR reporter, luminescence ratio, 4 h. Potency, µM (titrated, usually from 46.1 µM), for inactives: top-dose ratio change, negative = lower green/red ratio, most hits filed as inhibitors. 340,000 tested, 0.05% active; active = well fitted inhibition curve with a large enough effect in the signal ratio, with a control signal flat, not every such curve was filed as active; inconclusive = small, poorly fitted or top-dose-only effect, or effect the other way, or a change in a side signal; the % refers to the signal ratio;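 also: potency is read from the fitted curve at half-maximal effect; plate controls were basal doxycycline-induced cells for no effect and cells given 10 µM MG132 for full effect; MG132 reads +100%, hits lower the ratio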
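Doxycycline induced both beetle luciferases in TMD8 lymphoma cells; IKK-driven degradation limits the IkappaBalpha-fused green signal, while red luminescence normalises for cell number and nonspecific effects. Compounds tested up to 46 uM, 4 hrs.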
GALK inh – galactokinase (human) inhibition; P51570; Purified GALK, Kinase-Glo residual ATP luminescence; Potency, µM (top dose mostly 57.5 µM), without a hit: top-dose activity change, negative = inhibition, hits mostly inhibitors; 270,000 tested, 0.007% active; AID 1868; also: potency is read from the fitted curve at half-maximal effect
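Human GALK (5 nM) with 35 uM ATP and 100 uM galactose in 20 mM HEPES pH 8.0, 5 mM MgCl2, 60 mM NaCl, 1 mM DTT, 0.01% BSA. After 1 h at room temperature, leftover ATP was read by Kinase-Glo Plus luminescence.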
Eya2 inh – blocks the phosphatase activity of human Eya2; O00167; recombinant Eya2, OMFP fluorescence dephosphorylation (OMFP is methylfluorescein phosphate); Potency, µM (doses to about 76.9 µM), for inactives: at the top dose activity, negative = inhibition, most hits filed as inhibitors; 330,000 tested, 0.006% active; AID 488837; also: potency is read from the fitted curve at half-maximal effect
Target sequence (O00167 whole entry, looked up): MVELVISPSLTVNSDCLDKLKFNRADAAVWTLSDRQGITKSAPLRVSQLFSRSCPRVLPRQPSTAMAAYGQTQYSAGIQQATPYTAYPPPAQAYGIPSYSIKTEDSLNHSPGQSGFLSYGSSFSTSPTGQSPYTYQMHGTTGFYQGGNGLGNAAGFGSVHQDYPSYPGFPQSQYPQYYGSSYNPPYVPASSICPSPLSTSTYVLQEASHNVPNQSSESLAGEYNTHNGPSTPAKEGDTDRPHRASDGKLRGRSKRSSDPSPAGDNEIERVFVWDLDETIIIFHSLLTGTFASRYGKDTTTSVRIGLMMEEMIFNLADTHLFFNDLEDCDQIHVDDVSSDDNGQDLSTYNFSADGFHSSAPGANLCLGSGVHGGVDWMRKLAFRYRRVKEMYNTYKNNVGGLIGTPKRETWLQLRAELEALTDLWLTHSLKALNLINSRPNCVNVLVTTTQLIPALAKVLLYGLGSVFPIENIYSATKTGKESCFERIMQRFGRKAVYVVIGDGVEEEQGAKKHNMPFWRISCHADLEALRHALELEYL
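Eya2 (0.2 uM) preincubated 10 min at ambient with compound, then OMFP substrate added at 50 uM; 10 min reaction in 50 mM HEPES pH 7.5, 50 mM NaCl, 5 uM MgCl2, 0.05% BSA, 1 mM DTT. Fluorescence read at Ex 485/Em 525 nm.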
Giardia killer – kills Giardia lamblia | activity change, % at 7.66 µM, hits read low | Giardia lamblia trophozoite viability | 340,000 tested, 0.15% active; in the data active = activity change below about -80%; inconclusive = between about -30% and that limit;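 also: parasites exposed to compound for two days anaerobically before the ATP read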
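Each well holds 100 Giardia trophozoites and compound. After two days (48 hrs) at 37 deg C in anaerobic conditions, ATP is quantified by luminescence.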
PKM2 activator – PKM2 (human) enzyme activation; P14618; purified PKM2, Kinase-Glo ATP luminescence, activation; response scale: 0% is enzyme alone, no compound; Potency, µM (series often up to 57.5 µM), inactives show at the highest dose activation, usual class: activators; 260,000 tested, 0.34% active; also: potency is read from the fitted curve at half-maximal effect; nearly all actives have a fitted effect of over 55% in size
Target sequence (P14618 whole entry, looked up): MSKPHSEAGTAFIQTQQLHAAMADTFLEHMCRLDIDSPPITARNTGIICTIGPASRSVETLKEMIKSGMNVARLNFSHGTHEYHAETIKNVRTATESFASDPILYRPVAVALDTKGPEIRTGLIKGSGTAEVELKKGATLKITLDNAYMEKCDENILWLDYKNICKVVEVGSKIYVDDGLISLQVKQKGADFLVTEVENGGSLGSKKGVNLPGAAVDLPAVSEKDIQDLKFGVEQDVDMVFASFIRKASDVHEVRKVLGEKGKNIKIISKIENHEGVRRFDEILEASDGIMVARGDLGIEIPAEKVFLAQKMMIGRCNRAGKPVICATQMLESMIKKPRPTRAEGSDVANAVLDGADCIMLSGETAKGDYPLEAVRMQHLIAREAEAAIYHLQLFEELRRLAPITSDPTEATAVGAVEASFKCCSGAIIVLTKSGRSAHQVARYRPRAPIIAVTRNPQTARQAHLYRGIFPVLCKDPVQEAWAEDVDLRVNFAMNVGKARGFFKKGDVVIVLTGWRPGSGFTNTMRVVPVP
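hPK-M2, >95% pure; 0.1 mM ADP / 0.5 mM PEP final; imidazole pH7.2 buffer w/ 7 mM MgCl2, 50 mM KCl; 1 h RT; Kinase-Glo lum. Intermediate enzyme activity for dual inhibitor/activator qHTS.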
FBPA coupling cs – coupling enzyme interference in Giardia aldolase counter-screen. coupling enzyme system counterscreen, AmpLite Red fluorescence. activity change, negative = inhibition, % at 58.2 µM, hits read low. 290,000 tested, 0.67% active; in the data active = activity change below about -30%
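Counterscreen lacking aldolase: glyceraldehyde-3-phosphate coupling-enzyme reagent preincubated 10 min at RT with compound (at 57.5 uM final), then substrate/coupling system with AmpLite Red added; fluorescence read at 525/598 nm after 20 min RT.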
hERG WT inh – inhibitors of human wildtype KCNH2 potassium channel; Q12809; U2OS, BacMam KCNH2, thallium flux FluxOr; stronger effect = lower value; activity change, % at 1.84 µM; 340,000 tested, 0.37% active; AID 720551;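 active = maximum activity change below -70%; inconclusive = maximum activity change between -70% and -50%; inactive = maximum activity change above -50%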
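U2OS cells transduced with wild-type KCNH2 virus are loaded with FluxOr dye for 45 min, and thallium flux is measured in kinetic reads before and after stimulation buffer. Rate constants are normalized to DMSO controls.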
uPA surface inh – blocks generation of uPA at the cell surface. 330,000 tested, 0.31% active. Potency, µM (highest dose often 38.3 µM), for the others: top-dose activity change, negative = inhibition, hits mostly inhibitors. cell surface uPA generation assay, qHTS; active = well fitted inhibition curve with a large enough effect; inconclusive = small, poorly fitted or top-dose-only effect; inactive = no such curve, though single readings can be large or run the other way; tested in mouse RAW 264.7 cells; also: potency is read from the fitted curve at half-maximal effect; nearly all actives have a fitted effect of over 55% in size
KCNH2 3.1 inh – inhibitors of human KCNH2 3.1 potassium channel isoform. U2OS KCNH2 3.1, thallium flux FluxOr; stronger effect = lower value. activity change, % (tested at about 1.8 µM). 340,000 tested, 0.95% active. AID 720553;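 active = maximum activity change below -70%; inconclusive = maximum activity change from -70% to -50%; inactive = maximum activity change above -50%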;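 also: thallium influx rate constant from kinetic fluorescence after stimulation buffer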
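Thallium flux via FluxOr fluorescence (Red40 quencher, 45 min loading) in U2OS cells virally expressing the KCNH2 3.1 isoform (1.77 x 10^8 /mL virus, overnight at 37 C). Rate constants from 2-min kinetic reads post-stimulation, normalised to positive and negative controls.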
* = called active by the depositor; ? = inconclusive; . = no result given; & = joins results of further samples; [ ] = another dose, or the depositor's remark. Unless noted, calls follow the shape of the dose curve; as a rule, active = well fitted curve in the direction sought with a large enough effect; inconclusive = small, poorly fitted or top-dose-only effect, or another doubt; inactive = no such curve, though single readings can be large; an effect the other way counts as inactive or inconclusive. Unless noted, % is scaled to controls: 0 for no effect and ±100 for the full control effect.

Results follow in this order: USP2a inh, B2AR arrestin, BCR signal inh, GALK inh, Eya2 inh, Giardia killer, PKM2 activator, FBPA coupling cs, hERG WT inh, uPA surface inh, KCNH2 3.1 inh
CC(C)N(CCCNC(=O)Cn1c(=O)c2cccn2c2ccccc21)Cc1ccccc1
→ 3%, 0.0%, -1%, -4%, -7%, -1, ., ., 1, -5%, -4
O=S(=O)(/N=C(/Nc1ccccn1)c1ccc(Cl)cc1)c1ccc(Cl)cc1
→ 1%, -1.6%, 4%, ., 3%, -13, 2%, 3, 5, -2%, -12
CCCCN(CCCC)CCNC(=O)Cc1nc2c(c(=O)[nH]c(=O)n2C)n1C
→ 0%, -0.2%, 0%, -2%, 21%, ., -3%, 5, ., ., .
O=C(CCN1CCN(Cc2ccccc2)CC1)NNC(=O)Nc1cccc(Cl)c1
→ 0%, 0.5%, 11%, -4%, 4%, 22, 2%, ., 9, 1%, -12
CCOC(=O)c1c(NC(=O)c2cccnc2)sc(C)c1C
→ 3%, -1.2%, -7%, -1%, -11%, 21, 1%, -1, 0, -6%, -2
Cc1ccc(NC(=S)N2CCCC(c3nc4ccc(C)cc4[nH]3)C2)c(C)c1 (configuration not stated)
→ -4%, 0.0%, -9%, 2%, -1%, 9, -13%, -4, 12, -9%, 1
O=C(N/N=C/c1ccccn1)c1ccc(Cl)cc1
→ 0%, 3.6%, ?, 7%, -7%, -3, 2%, -2, -4, -12%, 5
Cc1nc(N2CCOCC2)nc2c1CCC2
→ 0%, -0.1%, -16%, 7%, -6%, -16, -10%, 2, 7, 5%, .
Cc1cnc(C(=O)Nc2ccc(N3CCOCC3)cc2)cn1
→ 1%, 12%, 2%, -2%, 4%, 0, -2%, -7, -6, -7%, 7
CC1CCCCC1NC1=NCCCS1 (configuration not stated)
→ -1%, -0.2%, -2%, 2%, 3%, ., -29%, 1, ., ., .
COc1cc(NC(=S)NCc2cccnc2)cc(OC)c1
→ -1%, -0.2%, 0%, 2%, 3%, -12, 0%, 0, -13, -4%, 11
Cc1nn(Cc2ccccc2)c(N)c1C#N
→ 0%, 0.0%, ?, 5%, 12%, 4, 9%, 3, 1, -1%, 4
CCc1ccc(N2CC34C=CC(O3)C(C(=O)OC)C4C2=O)cc1 (configuration not stated)
→ 0%, -0.4%, 1%, -1%, 1%, 11, -3%, 0, -1, 0%, 7
COc1ccc(NC(=O)C2CCC(CNc3c(N4CCC(C)CC4)c(=O)c3=O)CC2)cc1OC (configuration not stated)
→ 6%, 0.2%, 5%, 1%, 1%, -29&8, -6%, -1, -3&1, 5%&11%, -7&-8
O=C(NCC1CCCO1)Nc1ccc(Cl)cc1 (configuration not stated)
→ ., ., ., 1%, ., 7, 12%, -1, -9, 1%, -31
O=S(=O)(Nc1ccc(N2CCCCC2)cc1)c1ccc(F)cc1F
→ 1%, -1.1%, 4%, -2%, 0%, 10, -4%, -4, -6, -16%, 7
O=C(Nc1ccc(F)cc1)c1ccc(S(=O)(=O)N2CCCC2)cc1
→ 2%, -1.2%, ?, 4%, 7%, 3, ., -3, 11, -3%, -21
CCCn1c(SCC(=O)NC2CC2)nnc1-c1cccs1
→ -2%, -0.3%, -2%, -8%, 5%, 2, -2%, ., 1, 4%, 3
O=C(NCc1csc(-c2cccs2)n1)Nc1ccc(C(F)(F)F)cc1
→ 2%, -1.6%, 2%, 1%, -20%, 10, -10%, 0, 1, 2%, -11
O=C(CSc1nnc2n1CCCN2)c1ccccc1
→ 3%, 2.8%, ?, 0%, -2%, -10, 7%, 7, -3, 4%, -10
O=C(c1ccco1)N1CCN(C(=O)C(Sc2ccccc2)c2ccccc2)CC1 (configuration not stated)
→ 0%, -0.1%, 8%, 1%, 9%, -2, -25%, 14, 2, 5%, 11
CCCNC(=O)COc1ccc(-c2nn(C)c(=O)c3ccccc23)cc1
→ 0%, -0.2%, ?, 5%, 1%, -17, -3%, 1, -9, -2%, 18
CCOC(=O)C1CCCN(S(=O)(=O)c2ccc3ccccc3c2)C1 (configuration not stated)
→ 2%, 0.5%, -1%, -1%, -6%, 1, 0%, ., -2, -1%, -1
COC(=O)CCC(=O)OC1(C)C(=O)C=C2C=C(C3CC3)N(Cc3ccccc3)C=C2C1=O (configuration not stated)
→ 10%, -0.8%, 3%, -3%, -13%, -13, 3%[11.5 µM], 2&-27, -15, -4%, -10
C/C(N)=C(/C#N)C(=O)CSc1nnc(Nc2ccccc2C)s1
→ -1%, -0.7%, -24%, -1%, -2%, 8, 1%, -6, -18, -3%, 5
Cc1nn(-c2ccccc2)c(N)c1C(O)(C(F)(F)F)C(F)(F)F
→ 7%, -0.9%, 1%, 0%, -2%, -15, 6%, 0, -4, 3%, 10
Cc1cc(C(=O)COC(=O)C23CC4CC(CC(O)(C4)C2)C3)c(C)n1C
→ 6%, 0.0%, -1%, ., 8%, 12, ., ., 7, -4%, -4
CSc1nc(Cl)c(Cc2ccc(OC(C)C)cc2)c(N(C)C)n1
→ -1%, -0.2%, 27%, 0%, -4%, -2, -1%, 0, 0, 0%, -8
CN(C)C(=O)CCc1ccc2c3c([nH]c2c1)[C@]1(C)[C@@H](C(=O)N2CCCCC2)C[C@H](CC(=O)NCc2cccc(C(F)(F)F)c2)C(=O)N1CC3
→ 5%, -0.6%, -1%, ., -1%, -10, ., ., 7, 3%, -8
Cc1cc(NC(=O)COc2cccc([N+](=O)[O-])c2)no1
→ 3%, -1.0%, 0%, -2%, 5%, -4, 6%, ., -27, 7%, -13
CCCCCCc1ccc(OCC(=O)O)cc1OCC(=O)O
→ 3%, -1.1%, 0%, 2%, 13%, -17, -1%, 18, -6, 6%, 9
O=C(NCCN1CCCCC1)/C(=N\O)c1ccccc1
→ -1%, -0.6%, 2%, 0%, 5%, 3, -1%, 2, 40, -6%, -11
COc1ccc(S(=O)(=O)N(C)CC(=O)Nc2ccc3c(c2)OCO3)cc1OC
→ -4%, -0.3%, ?, 0%, -3%, -9, 5%, 7, 0, -7%, 9
O=[N+]([O-])c1cn(Cc2ccc(Cl)cc2)cn1
→ 0%, 0.7%, -2%, -1%, 17%, -7, -3%, 1, -3, -1%, -7
COc1cc2c(cc1OC)C(COc1ccc([N+](=O)[O-])cc1)NCC2 (configuration not stated)
→ 0%, 0.0%, -10%, 0%, 6%, -12, -1%, 0, 33, -6%, -4
Cc1ccc(NC(=O)COCC(=O)Nc2ccc(C)cc2)cc1
→ -1%, -0.1%, -16%, 2%, 7%, 6, 1%, -2, 1, 12%, 3
COc1ccc(CCNC(=O)c2nn(C)cc2Cl)cc1
→ 1%, -0.9%, ?, 2%, 8%, 12, 3%, 3, -5, -10%, 7
Cc1ccc(S(=O)(=O)N/N=C/c2cnn(C)c2C)cc1
→ -1%, -0.5%, 0%, 0%, -5%, 2, 17%, -1, 10, 0%, -12
O=C(CSc1nnc(-c2cccnc2)n1Cc1ccco1)c1ccc(Cl)cc1
→ 3%, -0.7%, 5%, 8%, -5%, 1, 1%, -4, -1, 1%, -11
CCOC(=O)NC(=O)/C(C#N)=N/Nc1c(F)cccc1F
→ 1%, -0.6%, ?, -1%, -7%, -6, 2%, 0, 4, 2%, -20
COc1ccc(CC(=O)NCCS(=O)(=O)N2CCN(c3ccccc3OC)CC2)cc1
→ -1%, 0.1%, -10%, ., -3%, 3, ., ., -20, -1%, -4
COc1ccc(C(=O)Nc2cc([N+](=O)[O-])ccc2N2CCN(C)CC2)cc1
→ 0%, -0.1%, ?, -1%, 7%, 11, -5%, 1, -24, ., -17
O=C(NCCCN1CCCC1)c1ccc(CSCc2cccc(Cl)c2)o1
→ 3%, 0.0%, -5%, 0%, -6%, -11, -2%, 4, 53, ., -49
O=C(NNC(=O)c1ccc(NC(=O)c2ccccc2)cc1)c1ccccc1
→ 13%, 0.1%, 5%, -4%, 3%, 5, 1%, 0, -5, 2%, 3
O=S(=O)(Nc1nccs1)c1cnc(Cl)c(Br)c1
→ 2%, -1.8%, 7%, 3%, -4%, -16, 10%, 7, -1, 4%, -13
COc1cc(/C=N/NC(=O)C23CC4CC(CC(C4)C2)C3)cc(Br)c1O
→ 3%, -1.7%, -3%, -3%, -4%, 15, -2%, -1, -7, -10%, 1
COc1ccc(N2CCN(C(=O)[C@@H](NC(=O)c3ccccc3Cl)C(C)C)CC2)cc1
→ 1%, 0.1%, 5%, -1%, -10%, 9, 8%, -1, 1, 0%, 15
COc1ccc(CNC(=O)CC2C[C@H](C(=O)N(C(C)C)C(C)C)[C@@]3(C)c4[nH]c5ccccc5c4CCN3C2=O)cc1OC (some centres not stated)
→ -1%, 4.2%, -2%, ., -27%, -15, ., ., -5, 6%, -8
